KDM5B inh: inhibitors of human KDM5B histone demethylase | Q9UGL1 | KDM5B demethylase, FDH-coupled NADH fluorescence (FDH is formaldehyde dehydrogenase) | Potency, µM (series often up to 57.7 µM), inactives show top-dose activity change, negative = inhibition, usual class: inhibitors | 220,000 compounds, 2.6% hits; active = well fitted inhibition curve with a large enough effect; inconclusive = small, poorly fitted or top-dose-only effect; inactive = no such curve, though single readings can be large or run the other way; note: 0% is about no effect; nearly all actives have a fitted effect of over 70% in size
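Coupled FDH/NAD⁺ fluorescence readout. KDM5BΔAP 200 nM final; compound titration, 10 min RT preincubation; substrate mix 12.5 µM H3K4me3, 25 µM 2-OG, 50 µM Fe(II), 100 µM ascorbate, 0.25 mM NAD⁺, 0.25 U/mL FDH; ΔRFU over 30 min.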
An asterisk follows results filed as active; ? = inconclusive; [ ] = another dose, or the depositor's remark. Potency is the fitted concentration of half-maximal effect. An excerpt; count on the stated rates, not on these rows.

SMILES | KDM5B inh
CCOC(=O)c1ccc(Oc2nc(N(C)C)nc(N3CCOCC3)n2)cc1 | 12%
COC1CN(C2CCN(C(=O)NC3CCCCC3)CC2)C12CCOCC2 (configuration not stated) | 12%
Cc1ccc(C(=O)Cn2cncn2)cc1 | -13%
O=C(Cn1ccn2nc(-c3ccccc3)cc2c1=O)N1CCN(c2ccccc2F)CC1 | 22%
Cn1cnc(S(=O)(=O)N2CCCN(S(=O)(=O)c3ccccc3)CCC(=O)NCC2)c1 | 2%
COc1cc(CN2CCN(S(=O)(=O)c3ccc(C)cc3)CC2)cc(OC)c1O | -20%
CN(C)CCCNc1oc(-c2ccc([N+](=O)[O-])cc2)nc1C#N | -7%
COC(=O)c1sccc1S(=O)(=O)N(CC(=O)Nc1cc(C)cc(C)c1)c1ccc(Cl)cc1 | -22%
Cc1nnc(SCC(=O)NCc2ccc(N(C)C)cc2)c2nn(-c3ccccc3)c(C)c12 | ?
Cc1cccc(Cn2c(N3CCN(C)CC3)nc3c2c(=O)[nH]c(=O)n3C)c1 | 5%
Fc1ccc(-c2nn(-c3ccccc3Cl)c3c2cnc2ccccc23)cc1 | ?
CCCCN(C)c1nc2c(S(=O)(=O)c3ccc(CC)cc3)nnn2c2ccc(Cl)cc12 | 12%
CC(=O)OCC1OC2OC(C)(C)OC2C2OC(C)(C)OC12 (configuration not stated) | 6%
CC(c1cccc([N+](=O)[O-])c1)N(C)C(=O)c1ccc2c(c1)NC(=O)CS2 (configuration not stated) | 11%
CCOc1ccc(CNC(=O)C2CCN(C(=O)N3CC(CC)Oc4ccccc43)CC2)cc1 (configuration not stated) | -55%

Arranged by SMILES length (smallest number first): four of the compounds above.
SMILES | KDM5B inh
CC(=O)OCC1OC2OC(C)(C)OC2C2OC(C)(C)OC12 (configuration not stated) | 6%
COC1CN(C2CCN(C(=O)NC3CCCCC3)CC2)C12CCOCC2 (configuration not stated) | 12%
O=C(Cn1ccn2nc(-c3ccccc3)cc2c1=O)N1CCN(c2ccccc2F)CC1 | 22%
Cc1nnc(SCC(=O)NCc2ccc(N(C)C)cc2)c2nn(-c3ccccc3)c(C)c12 | ?

(cont.)
SMILES | KDM5B inh
COc1ccccc1CNC(=O)CSc1ccc(-c2sc(-c3ccccc3)nc2C)nn1 | ?
Cc1ccccc1OCC(=O)N1CCC2(CC1)NC(=O)N(Cc1ccccc1)C2=O | -10%
O=C(c1ccccc1)N1CCn2c(nn(-c3ccc([N+](=O)[O-])cc3)c2=O)C1 | -1%
CCOc1ccc(NC(=O)Cn2c(=O)n(CCc3ccccc3)c(=O)c3c4c(sc32)CCCC4)cc1 | -17%
COc1ccc(NC(=O)Cn2c(=O)n(Cc3ccccc3Cl)c(=O)c3cc(OC)c(OC)cc32)cc1OC | -23%
C[C@H]1[C@@H]2[C@@H](O)C([C@H](C)C(=O)N3CCCC3)CC[C@@]2(C)CC[C@@H]1NC(=O)Cc1ccccc1 (some centres not stated) | -2%
CCOCCc1nn2c(=O)cc(COC(=O)c3ccccc3OC)nc2s1 | -1%
O=C1NCc2ccccc2CC12CCN(Cc1c(F)cccc1Cl)C2 (configuration not stated) | 25%[115 µM]
CCS(=O)(=O)Nc1ccc(C2(C(=O)NCc3ccc4c(c3)OCO4)CCCCC2)cc1 | -15%
Cc1ccc(CNC(=O)Cn2ccn3nc4c(c3c2=O)CCCC4)cc1 | -13%
Cc1ccc2c(c1)CCCN2CC(=O)N(C)c1c(N)n(Cc2ccccc2)c(=O)[nH]c1=O | ?
COc1cc(C2c3c(oc4ccccc4c3=O)C(=O)N2c2nnc(C(C)C)s2)cc(OC)c1OC (configuration not stated) | -5%
COCCC(=O)N1CCC(N2C[C@H](O)C[C@H]2C(=O)NC2CCCCC2)CC1 | 5%
Cc1cc2nn(-c3ccccc3)nc2cc1NC(=O)Cc1ccc(Cl)cc1 | -21%
CCCN1CCN(c2cc(C(=O)O)c3cc(NC(=O)C(C)C)ccc3n2)CC1 | ?
COCCn1ncc(N2CCCC(CC(=O)NCCN3CCCC3)C2)cc1=O (configuration not stated) | -17%
Cc1csc(Nc2ccc3ncn(Cc4ccccc4)c(=O)c3n2)n1 | ?
CCOc1ccccc1NC(=O)CSc1nnc2c3cc(-c4ccc(Cl)cc4)nn3ccn12 | 18%
CC(C(=O)NC(=O)NC1CCCC1)N(C)CC(=O)Nc1ccc(Cl)c(C(F)(F)F)c1 (configuration not stated) | -21%
CCC1CCC(c2ccc(C(=O)CCN(C)C)cc2)CC1 (configuration not stated) | -15%
Clc1ccccc1C1Cn2cnc(-c3nc(-c4ccccc4)no3)c2CO1 (configuration not stated) | -9%
CC1CCN(S(=O)(=O)c2ccc3c(c2)N(CC(=O)NCCN(C)C)C(=O)CS3)CC1 | -5%
CC(=O)c1c(C)[nH]c(-c2csc(CC(=O)Nc3ccc(C)cc3)n2)c1C | -24%
Cc1ccccc1-n1nc(C)c2c1NC(=O)CC2c1cccc(C#N)c1 (configuration not stated) | -3%
Cc1ccc(COc2cccc3cc(-c4noc(-c5ccc(C)cc5)n4)c(=O)oc23)cc1 | -22%
CN(Cc1ccccc1)C(=O)c1cc2c(s1)-c1ccc(Cl)cc1SC2 | ?
Cc1nn(-c2ccc(C(F)(F)F)cc2)c(C)c1[C@@H]1C=C[C@@H](NC(=O)CSCC(=O)O)C1 | 9%
COc1ccc(-c2cc(-c3ccccc3)nc3c2COc2ccc(Cl)cc2-3)cc1 | -32%
Cc1cc(C)n(-c2nc3ccccc3nc2Nc2cccc(F)c2)n1 | -7%
OCc1cccc(Nc2ncnc3ccsc23)c1 | -2%
O=C(Cc1ccc(Br)cc1)Nc1cc(Cl)ccc1C(=O)O | -9%
COc1cccc(NC(=O)C2CCCN(S(=O)(=O)c3c(C)nn(C)c3C)C2)c1 (configuration not stated) | -29%
CC(C)NC(=O)CN1CCN(Cc2cc(=O)c3cccc(Cl)c3[nH]2)CC1 | ?
Cc1cc(C(=O)NC2CC(C)(C)Cc3c2cnn3-c2ccccc2)n(C)n1 (configuration not stated) | 3%
COCC(=O)N[C@@H]1CN(S(C)(=O)=O)C[C@H]1CN(C)C | 19%
CC1(C)[C@H]2CC[C@@H](CNC(=O)c3ccc4ccccc4n3)[C@@H]1C2 | -28%[86.2 µM]
Cc1ccc(C2Cn3nnc(C(=O)N4CCN(C(=O)c5ccco5)CC4)c3CO2)cc1 (configuration not stated) | 2%
COc1ccc(C2=NOC3(CCN(C(=O)c4ccc(C)cc4)C3)C2)cc1 (configuration not stated) | 1%
COc1cc(NC(=O)Cn2c(=O)n(CC3CCCO3)c(=O)c3ccccc32)cc(OC)c1 (configuration not stated) | -43%
Cc1ccc(C)c(CSc2nc3nc[nH]c3c(=O)[nH]2)c1 | 9%
CC(C)c1ccc(Nc2cc(C(=O)NCc3cccs3)c3ccccc3n2)cc1 | ?
CCN(Cc1ccccc1)Cc1c(O)ccc2c(=O)c(-c3ccccc3OC)c(C(F)(F)F)oc12 | -9%
COc1cc(OC)cc(C(=O)Nc2ccc3oc(C)nc3c2)c1 | 11%
CC(c1cccs1)N(C)S(=O)(=O)c1cc(C(=O)O)cs1 (configuration not stated) | 22%
Cc1oc(-c2ccc(Cl)cc2)nc1CSc1nc2ccncc2[nH]1 | 18%
Cc1ccccc1N1CCN(CCS(=O)(=O)c2ccc(Br)cc2)CC1 | -12%
CCC(C)NC(=O)CN1CN(c2ccccc2)C2(CCN(C(=O)Nc3ccccc3C)CC2)C1=O (configuration not stated) | -11%
Cc1cccc(NS(=O)(=O)c2ccc3c(c2)CC(C)N3C(=O)C2CCC2)c1C (configuration not stated) | -12%
COc1c(CNC2CCCN(Cc3ccccc3)C2)c(C)nn1C (configuration not stated) | 6%
Cc1c(C(=O)NCc2nnc3n2CCCCC3)oc2c(F)cccc12 | 2%
COCCN1CCN(C(=O)[C@@H]2Cc3cn(Cc4cc(C)on4)c4cccc(c34)[C@H](CC(C)C)N2)CC1 | -27%
COc1cccc(-c2cc(C3CCN(C(=O)NC4CCCC4)CC3)[nH]n2)c1 | -5%
Cc1ccc2oc(=O)cc(CN3CCN(c4ccccc4)CC3)c2c1 | -8%
COCCOC1CCN(C(=O)c2cccc3[nH]ccc23)CC1 | ?
Cc1ccc(C)c(NC(=O)CSc2nccn2-c2cccc(C)c2C)c1 | -4%
Cc1[nH]c(=O)[nH]c(=O)c1CCC(=O)Nc1nc(C2CC2)cs1 | -11%
COc1ccc(CNC(=O)c2oc3c(c2C)-c2nn(Cc4ccc(Cl)cc4)cc2CC3)cc1 | ?
CCC(C)(C)NC(=O)CCCSc1nc2ccccc2[nH]1 | 34%
Cc1ccc(CN2CCN(C/C=C/c3ccc(F)cc3)CC2CCO)o1 (configuration not stated) | 1%
CN(Cc1cccs1)C(=O)c1cc(-c2ccncc2)nc2ccccc12 | 18%
The list goes on.
SMILES | KDM5B inh
Cc1onc(-c2cnn(C)c2NCc2ccccc2)c1C(=O)N1CCN(CCO)CC1 | 6%[86.2 µM]
O=Cc1cn[nH]c1-c1cc2ccccc2o1 | ?
COc1ccccc1CNC(=O)Cn1c(=O)c2c(ncn2C)n(C)c1=O | 21%
O=C(Nc1nc(-c2ccc(Cl)cc2)cs1)c1ccc(CN2CCOCC2)cc1 | 11%
CCC(C(=O)Nc1cc(-c2cn3cccnc3n2)ccc1C)c1ccccc1 (configuration not stated) | ?
CCc1nc2c(c(-c3ccc(Cl)cc3)n1)CCN(Cc1ccc(C(F)(F)F)cc1)CC2 | -22%
COC(=O)CC(NC(=O)c1cccc(CS(C)(=O)=O)c1)c1ccc(C)cc1 (configuration not stated) | 5%
Cc1ccc2c(n1)N(C)[C@H](CO)CCN(Cc1ccncc1)C2 | ?
O=C(c1ccsc1)N1CCC2(CCCN(CC3CCC3)C2=O)C1 (configuration not stated) | 32%[activator]
Cn1ccnc1CN1CCC2(CC1)OC(=O)N(Cc1cccnc1)C2(C)c1ccccc1 (configuration not stated) | 20%[86.2 µM]
Cc1noc(-c2cccn3c(CNC(=O)c4ccccc4)nnc23)n1 | 28µM*
CC(Sc1nnc(C2CC2)n1C1CC1)C(=O)N(C)C1(C#N)CCCCC1 (configuration not stated) | -8%
COC1CCN(CC2CCCCCN2C(=O)c2ccccc2F)CC1 (configuration not stated) | -7%
CCCCN(C)S(=O)(=O)NCc1ccnc(N2CCN(c3ccc(F)cc3)CC2)c1 | -7%
Cc1cc(C)cc(N2C(=O)CC(Sc3ccccc3C(=O)O)C2=O)c1 (configuration not stated) | 13%
O=C(CCc1cc(Cl)no1)N(CCS(=O)(=O)N1CCCCC1)Cc1cccnc1 | ?
Cc1ccc2nc(NC(=O)c3ccc(S(=O)(=O)N4CCCc5ccccc54)cc3)sc2c1 | ?
CCc1ccc(OCc2nnc(SCc3ccc(C(C)(C)C)cc3)n2CC(C)C)cc1 | -2%
NS(=O)(=O)c1ccc(CNC(=O)Cn2nc3c(cc2=O)CCCC3)cc1 | 0%
CCOc1ccc(CC(=O)N2CCC(Oc3nccnc3N(C)C)C2)cc1 (configuration not stated) | -3%
Cc1nc(-c2ccc(C(C)N3CCCCC3)cc2)c(Cl)c(=O)[nH]1 (configuration not stated) | 1%
O=C(Cn1nc2c(cc1=O)CCCC2)NCc1ccccn1 | -16%
Brc1ccc(-c2cn3c4ccccc4nc3n2CCCN2CCCC2)cc1 | -17%
CCOC(=O)C1=C(O)C(=O)N(c2ccccc2)C1c1cccc([N+](=O)[O-])c1 (configuration not stated) | ?
COc1cccc(CN2CCC3(CC2)c2[nH]c4ccccc4c2CCN3C)c1 | ?
O=C(O)CCCOc1ccc2c(c1)CCC(=O)N2 | 9%
Cc1ccnc(NS(=O)(=O)c2ccc(Cl)nc2)c1 | -26%
COc1ccc(O)c(C2CC(=O)Nc3c2c(C)nn3-c2ccc(C)cc2)c1 (configuration not stated) | 3%
O=C1CCN(C(=O)CCc2ccccc2)CCCC(CO)CCN1 (configuration not stated) | -17%
CCN(C(=O)c1cccs1)c1nc(-c2ccccc2)cs1 | -3%

2 of the compounds above, with values ahead of the structure:
| KDM5B inh | mol |
| --- | --- |
| -17% | Brc1ccc(-c2cn3c4ccccc4nc3n2CCCN2CCCC2)cc1 |
| ? | CCOC(=O)C1=C(O)C(=O)N(c2ccccc2)C1c1cccc([N+](=O)[O-])c1 (configuration not stated) |

Returning to the listing, repeating the 6 entries before the break.
SMILES | KDM5B inh
COc1cccc(CN2CCC3(CC2)c2[nH]c4ccccc4c2CCN3C)c1 | ?
O=C(O)CCCOc1ccc2c(c1)CCC(=O)N2 | 9%
Cc1ccnc(NS(=O)(=O)c2ccc(Cl)nc2)c1 | -26%
COc1ccc(O)c(C2CC(=O)Nc3c2c(C)nn3-c2ccc(C)cc2)c1 (configuration not stated) | 3%
O=C1CCN(C(=O)CCc2ccccc2)CCCC(CO)CCN1 (configuration not stated) | -17%
CCN(C(=O)c1cccs1)c1nc(-c2ccccc2)cs1 | -3%
CCC(=O)OC1=C(C(C)=O)N(Cc2ccccc2)S(=O)(=O)c2ccccc21 | -11%
Cc1cc(C)nc(Nc2ncc(O)n2-c2ccc(C)c(Cl)c2)n1 | 60%[activator]
CCOc1ccccc1NC(=O)Cn1nc2n(c1=O)CCCC2 | -12%
Cc1ccccc1NS(=O)(=O)c1ccc(OCC(=O)NCC2CCCO2)cc1 (configuration not stated) | 24%
COCC(=O)N[C@H]1C[C@@H](c2nc(-c3ccc(Cl)cc3)no2)N(C)C1 | -4%[86.2 µM]
COc1ccc(NC(=O)C2CCN(c3nc4ccccc4nc3C(F)(F)F)CC2)cc1 | 10%

Source: PubChem BioAssay
